DDE Tn7 FP inh – inhibitors of Tn7 peptide binding to fibrin DD(E), primary screen, biochemical, fluorescence polarization, human fibrin, Tn7 probe | FP displacement of FITC-Tn7 peptide from fibrin DD(E); 0% = median of compound wells per plate | inhibition, % at 8.3 µM | actives 0.13% (n = 370,000) | AID 720508, 2013;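 active = inhibition above the mean of compounds falling within the control limits plus 3 SD of them, cut at about 14% in these data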;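 also: 0% = plate median of compound wells and 100% = 10 µM Aha-Tn7 peptide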
Target sequence (P02675 whole entry, looked up): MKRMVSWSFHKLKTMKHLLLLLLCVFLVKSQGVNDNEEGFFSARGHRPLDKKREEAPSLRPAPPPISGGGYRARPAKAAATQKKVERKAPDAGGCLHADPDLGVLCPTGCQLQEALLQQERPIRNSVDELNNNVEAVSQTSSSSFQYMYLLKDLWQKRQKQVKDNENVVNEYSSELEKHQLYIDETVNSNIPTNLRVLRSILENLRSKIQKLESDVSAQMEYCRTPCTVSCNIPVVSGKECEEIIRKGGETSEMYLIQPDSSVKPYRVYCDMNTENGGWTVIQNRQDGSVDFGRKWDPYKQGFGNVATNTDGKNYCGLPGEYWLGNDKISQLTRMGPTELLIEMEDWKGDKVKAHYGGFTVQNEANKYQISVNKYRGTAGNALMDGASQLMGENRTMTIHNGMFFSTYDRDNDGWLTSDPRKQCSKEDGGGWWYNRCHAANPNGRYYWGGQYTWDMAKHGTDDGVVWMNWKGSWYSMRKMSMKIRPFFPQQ
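Assay system: Human fibrin DD(E) protein | Medium: Tris buffer with calcium and detergent, pH 7.8 | Reagent: 0.1 µM fluorescent Tn7 | Compound dosing: Single point at 8.3 µM | Times: 10 min preincubation, 3 h with tracer, room temperature | Detection: Fluorescence polarization of the labelled Tn7 tracer | Controls: Aha-Tn7 high control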
PG9 Ab binder – binders of HIV-1 gp120 antibody PG9, primary screen, biochemical, TR-FRET; HIV-1 gp120 / PG9 antibody interaction; TR-FRET gp120-PG9 antibody binding; inhibition, % at 6.7 µM; actives 0.43% (n = 360,000); in the data active = inhibition above about 8.5%
UHRF1 MBD2 ctr – UHRF1 methylated DNA binding inhibitors, primary screen, counter-screen for MBD2 inhibitor project, biochemical, TR-FRET, human UHRF1, single concentration; inhibition, % at 4.4 µM; actives 0.75% (n = 370,000); UHRF1 binding to methylated oligo; E3 ubiquitin-protein ligase UHRF1 (Homo sapiens), Q96T88; in the data active = inhibition above about 21%;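 also: UHRF1 SRA domain binding a hemimethylated CpG hairpin DNA probe; 0% = median of test compound wells and 100% = reference inhibitor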
mABHD4 FP – ABHD4 inhibitors, primary screen, biochemical, fluorescence polarization, mouse; actives 0.54% (n = 370,000); (Lyso)-N-acylphosphatidylethanolamine lipase (Mus musculus), Q8VD66; inhibition, % at 8.92 µM; purified mABHD4, FP-Rh probe fluorescence polarization;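 active = inhibition exceeding the mean over every tested compound plus 3 SD, cut at about 30% in these data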;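 also: 0% = plate median of compound wells and 100% = S159A mutant with DMSO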
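Assay system: wild-type mouse ABHD4 protein; compound: single nominal dose of 8.92 µM, 0.89% DMSO final; schedule: 45 min + 60 min at 25 °C; measured by: FP readout, ex 525 nm / em 598 nm; evaluation: % inhibition of FP-Rh probe binding versus controls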
TCR-CD3 inh – inhibitors of human TCR-CD3 interaction, primary screen, biochemical, fluorescence, TAMRA-labeled TCR probe. inhibition, % at 9.4 µM. actives 0.37% (n = 360,000). AID 651800, 2012. T-cell receptor (TCR); in the data active = inhibition above about 19%;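 also: recombinant mutant TCR 2C K166C tagged with TAMRA read by polarization; 0% = receptor in buffer alone and 100% = receptor with positive control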
SIAE inh – human SIAE inhibitors, primary screen, biochemical, fluorescence polarization, FP-Rh probe, 1536-well HTS; SIAE FP-Rh probe binding; actives 0.69% (n = 370,000); inhibition, % at 9.66 µM;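 active = inhibition above a cutoff: mean of compounds within the control limits plus 3 SD of those, cut at about 17% in these data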;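 also: 0% = plate median of compound wells and 100% = probe without SIAE protein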
HTRA1 inhibitor – HTRA1 serine protease inhibitors, primary screen, biochemical, fluorescence polarization, HTS | Q92743 | recombinant HTRA1, FP-rhodamine activity-based probe | actives 0.5% (n = 340,000) | AID 504803, 2011 | inhibition, % at 5.96 µM; in the data active = inhibition above about 36%;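 also: 0% = enzyme with DMSO and 100% = wells lacking enzyme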
PRMT1 inh – PRMT1 methyltransferase inhibitors, primary screen, biochemical, fluorescence polarization. recombinant PRMT1, activity-based probe fluorescence polarization. inhibition, % at 2.79 µM. actives 1.3% (n = 370,000);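 active = inhibition above about 21% made by adding two undisclosed values, limit read from the data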
LEDGF integ inh – blockers of LEDGF/p75-dependent integrase strand transfer – biochemical, TR-FRET, high throughput, primary screen. HIV-1 integrase (with human LEDGF/p75). TR-FRET IN-LEDGF/p75 DNA integration, Eu/Cy5. inhibition, % at 3.7 µM. actives 0.64% (n = 370,000). AID 743269, 2014;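 active = inhibition above the screen-wide mean plus 3 SD, cut at about 13% in these data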;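 also: signal is the Cy5 over europium emission ratio at 671 and 618 nm; 0% = plate median of compound wells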
TDP2 inh – human TDP2 enzyme inhibitors, primary screen, biochemical, epi absorbance, recombinant enzyme; T5PNP hydrolysis, p-nitrophenol absorbance 415 nm; Tyrosyl-DNA phosphodiesterase 2 (Homo sapiens), O95551; actives 0.34% (n = 370,000); inhibition, % at 12.8 µM;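 active = inhibition above the mean of all tested compounds plus 3 SD, set per campaign, cut at about 25% in these data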;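 also: 0% = DMSO with enzyme and 100% = buffer with substrate but no TDP2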
Target sequence (O95551 whole entry, looked up): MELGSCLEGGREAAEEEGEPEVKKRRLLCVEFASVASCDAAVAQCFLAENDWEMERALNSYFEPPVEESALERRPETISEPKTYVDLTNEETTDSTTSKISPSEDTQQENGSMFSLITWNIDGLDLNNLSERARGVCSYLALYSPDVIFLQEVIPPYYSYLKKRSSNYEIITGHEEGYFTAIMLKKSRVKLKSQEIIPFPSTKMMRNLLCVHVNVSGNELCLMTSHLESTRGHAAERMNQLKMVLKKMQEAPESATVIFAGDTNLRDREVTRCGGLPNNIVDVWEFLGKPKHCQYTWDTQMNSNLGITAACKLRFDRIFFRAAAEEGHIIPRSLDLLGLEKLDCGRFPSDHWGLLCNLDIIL
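Assay system: Recombinant human TDP2 | Quantity: 120 nM TDP2 per well | Incubation: 2 h at 37 °C | Signal: Epi absorbance | Evaluation: Percent inhibition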
* marks the source's active call; other numbers are inactive results; x = no result given.

1. O=C(N1CCC(C(O)(c2ccccc2)c2ccccc2)CC1)n1ncc(C(O)(c2ccccc2)c2ccccc2)n1
2. CCOc1ccc(S(=O)(=O)N(C)c2ccc(OCC(=O)N3c4ccc(C)cc4C4CN(C)CCC43)cc2)cc1 (centres undefined)
3. O=C(c1cnc2sccn2c1=O)N1CCc2ccccc2C1
4. COc1ccc2[nH]cc(C(=O)CN3CCCCC3)c2c1
5. OCCCNC(=S)Nc1ccc(Br)cc1Cl
6. CC1(C(=O)NS(=O)(=O)C2CC2)CCN(C(=O)COCc2ccccc2)C1 (centres undefined)
7. COCCCn1c(C)csc1=Nc1cccnc1
8. O=C(CSc1nnc(-c2cccnc2)o1)Nc1ccccc1Br

Compound,1,2,3,4,5,6,7,8
DDE Tn7 FP inh,10,3,6,-10,6,-2,5,-3
PG9 Ab binder,x,0.7,1.0,-1.2,1.6,-0.1,1.1,-0.9
UHRF1 MBD2 ctr,0,-1,-1,0,-4,0,3,1
mABHD4 FP,70*,4,-1,-2,-2,6,0,1
TCR-CD3 inh,x,3,-8,10,6,4,-5,-1
SIAE inh,-7,-5,-4,0,-5,-2,5,0
HTRA1 inhibitor,x,-8,-4,3,-1,x,3,0
PRMT1 inh,-2,0,1,-2,-9,3,0,5
LEDGF integ inh,-1,3,-1,3,5,2,-1,-3
TDP2 inh,8,9,2,-5,2,5,6,2

9. N#Cc1cnn2c1nc(N1CCCCC1)c1ccccc12
10. COc1ccc([C@@H]2[C@@H]3C(=O)N(C(C)(C)C)C(=O)[C@@H]3[C@]3(Cc4ccccc4)C(=O)N(c4cccc(F)c4)C(=O)N23)cc1
11. NS(=O)(=O)c1ccc(CCNC(=O)C(=O)NCC2OCCN2C(=O)c2ccc3c(c2)OCO3)cc1 (centres undefined)
12. CCOC(=O)N/N=C\c1ccc(OC/C=C/c2ccccc2)cc1
13. O=S(=O)(NCc1ccco1)c1ccc(Cl)nc1
14. COc1cccc(OCC(=O)NNC(=O)c2ccc(-c3ccccc3)cc2)c1
15. CC(C)COc1ccc(C(=O)NNC(=O)c2ccc(=O)[nH]c2)cc1
16. CCC/C=N/NC(=O)c1cc(Br)ccc1O

Compound,9,10,11,12,13,14,15,16
DDE Tn7 FP inh,-3,4,-2,-2,-4,5,1,3
PG9 Ab binder,-2.2,0.3,-0.9,1.1,-1.5,1.6,1.8,-0.8
UHRF1 MBD2 ctr,1,-3,-1,4,-4,0,1,-1
mABHD4 FP,1,-5,1,0,-10,-3,1,6
TCR-CD3 inh,-1,-3,0,-6,10,-2,6,10
SIAE inh,-10,0,-3,-3,0,0,0,12
HTRA1 inhibitor,-7,-37,-2,-6,6,-5,5,11
PRMT1 inh,2,1,-1,2,3,-4,-2,-3
LEDGF integ inh,1,2,-3,-3,1,-1,-2,3
TDP2 inh,-6,5,-1,4,6,8,3,6

A draw from above in order of molar mass, lowest first:
13. O=S(=O)(NCc1ccco1)c1ccc(Cl)nc1
16. CCC/C=N/NC(=O)c1cc(Br)ccc1O
10. COc1ccc([C@@H]2[C@@H]3C(=O)N(C(C)(C)C)C(=O)[C@@H]3[C@]3(Cc4ccccc4)C(=O)N(c4cccc(F)c4)C(=O)N23)cc1

Compound,13,16,10
DDE Tn7 FP inh,-4,3,4
PG9 Ab binder,-1.5,-0.8,0.3
UHRF1 MBD2 ctr,-4,-1,-3
mABHD4 FP,-10,6,-5
TCR-CD3 inh,10,10,-3
SIAE inh,0,12,0
HTRA1 inhibitor,6,11,-37
PRMT1 inh,3,-3,1
LEDGF integ inh,1,3,2
TDP2 inh,6,6,5

Other entries:
17. COc1ccc(OC)c(C2CC(c3ccccc3)=NN2C(=S)Nc2ccccc2)c1 (centres undefined)
18. O=C(NCCCN1CCCC1=O)C(=O)Nc1cccc(F)c1
19. COc1ccc(-c2sc(Nc3ccccc3)n[n+]2-c2ccc(F)cc2)cc1Br
20. CCOC(=O)CSc1nc(N(C)C)nc(N(C)C#N)n1
21. COc1ccc2oc(C(=O)Nc3cccc(S(=O)(=O)N4CCOCC4)c3)c(C)c2c1
22. CCCNC(=O)Nc1cccc(NC(C)=O)c1
23. CC(=O)Nc1cccc(NC(=O)C2CC(=O)N(CCc3ccc(F)cc3)C2)c1 (centres undefined)
24. C[C@@H]1CN([C@H](C)CO)C(=O)c2cc(Br)cnc2O[C@H]1CN(C)Cc1ccccc1F

Compound,17,18,19,20,21,22,23,24
DDE Tn7 FP inh,-9,5,4,-4,9,1,-4,-1
PG9 Ab binder,0.3,-0.9,1.2,-1.2,-0.2,-0.1,-1.0,0.6
UHRF1 MBD2 ctr,1,-1,3,1,0,-1,0,0
mABHD4 FP,4,0,4,-1,-25,-2,-1,4
TCR-CD3 inh,4,4,-3,3,-1,8,2,0
SIAE inh,0,13,0,-1,-6,1,-2,1
HTRA1 inhibitor,-3,-3,-17,5,-43,0,1,x
PRMT1 inh,-1,-5,-1,-3,1,-1,4,2
LEDGF integ inh,7,2,2,0,1,-1,-2,2
TDP2 inh,3,15,8,-10,-6,0,4,3

Some of the entries so far, as a markdown table.
| nr | Molecule | DDE Tn7 FP inh | PG9 Ab binder | UHRF1 MBD2 ctr | mABHD4 FP | TCR-CD3 inh | SIAE inh | HTRA1 inhibitor | PRMT1 inh | LEDGF integ inh | TDP2 inh |
| --- | --- | --- | --- | --- | --- | --- | --- | --- | --- | --- | --- |
| 23 | CC(=O)Nc1cccc(NC(=O)C2CC(=O)N(CCc3ccc(F)cc3)C2)c1 (centres undefined) | -4 | -1.0 | 0 | -1 | 2 | -2 | 1 | 4 | -2 | 4 |
| 24 | C[C@@H]1CN([C@H](C)CO)C(=O)c2cc(Br)cnc2O[C@H]1CN(C)Cc1ccccc1F | -1 | 0.6 | 0 | 4 | 0 | 1 | x | 2 | 2 | 3 |

Later entries
25. CCN(CC)S(=O)(=O)c1ccc(N2CCOCC2)c(NC(=O)C2CSC3(C)CCC(=O)N23)c1 (centres undefined)
26. Cc1nonc1C1CCCN1C(=O)c1cc(COc2ccc(F)cc2F)on1 (centres undefined)
27. CCN(CC)S(=O)(=O)c1cc(C(=O)Nc2cc(S(=O)(=O)N3CCOCC3)ccc2N2CCN(C)CC2)ccc1C
28. C[C@@H]1CN([C@H](C)CO)C(=O)CCCn2nncc2CO[C@@H]1CN(C)C(=O)Nc1ccc(N2CCN(C)CC2)cc1
29. CCN(CC)c1ccc(/C=N/NC(=O)Nc2ccccc2)cc1
30. CC(=O)NC(C)(c1ccccc1)c1nc(-c2ccc(F)c(Cl)c2)cs1 (centres undefined)
31. O=C(O)CSCC(=O)N1CCc2c([nH]c3ccccc23)C1C(F)(F)F (centres undefined)
32. COc1cccc(NC(=O)C2CCN(S(=O)(=O)c3ccccc3)CC2)c1

Compound,25,26,27,28,29,30,31,32
DDE Tn7 FP inh,-9,5,-1,5,-3,0,2,-5
PG9 Ab binder,-1.4,0.0,0.9,0.0,-5.0,1.7,0.7,-2.9
UHRF1 MBD2 ctr,-1,16,-1,0,-2,-1,2,2
mABHD4 FP,9,0,4,8,15,-20,2,-5
TCR-CD3 inh,1,3,-5,1,2,-1,11,-4
SIAE inh,-6,-12,1,5,9,-5,3,-6
HTRA1 inhibitor,0,5,-3,4,6,x,0,-8
PRMT1 inh,8,-1,1,-5,-4,-1,0,-4
LEDGF integ inh,2,3,-1,4,3,0,-2,-1
TDP2 inh,6,1,4,-6,-10,6,5,5

33. CCOC(=O)N1CCN(CC(O)COCc2ccc(Cl)cc2)CC1 (centres undefined)
34. CCOC(=O)c1cc(-c2ccc(F)cc2)nc2c1c(=O)[nH]c(=O)n2Cc1ccccc1
35. NNC(=O)c1c[nH]c2ccc(OCc3ccccc3)cc12
36. COc1ccccc1/C=N/NC(=O)CC(=O)NCCc1ccccc1
37. CC(/C=C(\NC(=O)c1ccccc1)C(=O)N=Nc1c(O)[nH]c2ccc(C)cc12)=C\c1ccccc1
38. Cn1c(=O)oc2cc(S(=O)(=O)Nc3ccccc3O)ccc21
39. O=[N+]([O-])c1cc(S(=O)(=O)c2ccc(N3CCCCC3)c([N+](=O)[O-])c2)ccc1N1CCCCC1
40. Cc1cc(C)c2c(=O)[nH]c(SCC(=O)Nc3ccc(N(C)C)cc3)nc2n1

Compound,33,34,35,36,37,38,39,40
DDE Tn7 FP inh,4,5,5,0,-3,8,-1,3
PG9 Ab binder,-1.7,0.0,-2.0,0.6,-3.1,0.3,-1.3,-4.6
UHRF1 MBD2 ctr,-1,1,-2,-1,-1,0,2,-1
mABHD4 FP,-8,-4,-42,0,4,1,5,25
TCR-CD3 inh,7,9,2,4,5,3,-8,15
SIAE inh,0,1,-82,-1,21*,3,-7,11
HTRA1 inhibitor,2,3,-64,x,-22,-11,7,21
PRMT1 inh,7,-2,0,1,2,0,1,7
LEDGF integ inh,2,5,-2,-3,1,1,0,0
TDP2 inh,-5,10,-1,-6,-4,12,-2,1

As entered above.
In TDP2 inh, compound 40 has the entry 1
In HTRA1 inhibitor, compound 39 has the entry 7
In SIAE inh, compound 33 has the entry 0
In TCR-CD3 inh, compound 38 has the entry 3

(listing goes on)
41. Cc1ccc(CNC(=O)C2CCN(S(=O)(=O)N3CCOCC3)CC2)cc1
42. COc1ccc(C(=O)CSc2nnc(NC(=O)C3CC(=O)N(c4cccc(OC)c4)C3)s2)cc1 (centres undefined)
43. CCC(C)(C)NC(=O)C(c1ccco1)N(C(=O)c1csnn1)c1cccc(F)c1 (centres undefined)
44. COc1ccc(N2CCN(C(=O)COc3ncnc4ccccc34)CC2)cc1
45. Cc1cccc(C(=O)NNC(=O)c2cccc(C)c2)c1
46. O=C(/N=C1\NC(=O)C(F)(C(F)(F)F)S1)NC1CCCCC1 (centres undefined)

Compound,41,42,43,44,45,46
DDE Tn7 FP inh,-7,4,-2,-6,2,-3
PG9 Ab binder,-1.8,1.6,1.5,-2.3,0.2,-1.9
UHRF1 MBD2 ctr,1,-7,0,0,4,0
mABHD4 FP,9,-4,-3,7,-2,8
TCR-CD3 inh,2,1,-2,1,6,7
SIAE inh,-5,-9,-7,6,4,-9
HTRA1 inhibitor,1,-8,-6,6,-6,-1
PRMT1 inh,1,-3,-2,1,-3,6
LEDGF integ inh,2,-2,-2,-4,2,-1
TDP2 inh,-3,-9,4,-2,12,7

Screening data from PubChem.
